Source: PubChem BioAssay
CHRM4 agonist: human M4 muscarinic receptor agonists, primary screen, CHO-K1 cells, Fluo-8 calcium fluorescence; hit rate 0.14% among 360,000; Muscarinic acetylcholine receptor M4 (Homo sapiens), P08173; activation, % at 3 µM; CHO-K1 hM4/Gqi5; vehicle 0%, full acetylcholine response 100%; AID 624127, 2012;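 active = activation above the run mean over all test wells plus 3 SD, cut at about 32% in these data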;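 note: peak over basal fluorescence ratio per well then scaled between controls; 0% = DMSO wells and 100% = acetylcholine at EC100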
CHRM1 antagonist: human M1 muscarinic receptor antagonists, primary screen, CHO-K1 cells, Fluo-8 calcium fluorescence, 1536-well | Muscarinic acetylcholine receptor M1 (Homo sapiens), P11229 | CHO-K1 hM1, ACh EC80 antagonist | inhibition, % at 3 µM | hit rate 1.3% among 360,000;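 active = percent inhibition above its own plate's cutoff, namely the mean of that plate's compound wells plus 3 SD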;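 note: peak over basal fluorescence ratio during 140 s after agonist addition; 0% = ACh EC80 plus DMSO and 100% = DMSO alone without agonist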
Target sequence (P11229 whole entry, looked up): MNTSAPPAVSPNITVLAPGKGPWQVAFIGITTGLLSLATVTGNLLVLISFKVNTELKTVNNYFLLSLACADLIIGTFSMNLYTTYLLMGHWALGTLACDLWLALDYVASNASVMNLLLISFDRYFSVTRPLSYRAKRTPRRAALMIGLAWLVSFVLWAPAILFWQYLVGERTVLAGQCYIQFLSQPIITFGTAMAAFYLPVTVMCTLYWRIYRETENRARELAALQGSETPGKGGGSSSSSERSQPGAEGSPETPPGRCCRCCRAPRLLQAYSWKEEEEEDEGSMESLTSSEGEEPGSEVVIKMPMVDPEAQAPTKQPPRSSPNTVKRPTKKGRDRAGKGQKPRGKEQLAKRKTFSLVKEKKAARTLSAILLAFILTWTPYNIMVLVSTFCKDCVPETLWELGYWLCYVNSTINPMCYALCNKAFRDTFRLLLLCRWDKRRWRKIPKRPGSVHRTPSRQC
OXTR potentiator: human OXTR potentiators, primary screen, fluorescence, CHO-OTR cells, Fluo-8 calcium; hit rate 0.061% among 320,000; Fluo-8 calcium fluorescence, potentiator mode; 0% = oxytocin EC15, 100% = EC100; Oxytocin receptor (Homo sapiens), P30559; AID 2445, 2010; activation, % at 3 µM;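 active = activation above that plate's cutoff, the mean activation of tested compounds plus 3 SD, cut at about 6.6% in these data, passing the limit was not always enough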;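 note: 100% uses oxytocin at 75 nM as the full agonist control; some results filed as inactive read as strong as hits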
Target sequence (P30559 whole entry, looked up): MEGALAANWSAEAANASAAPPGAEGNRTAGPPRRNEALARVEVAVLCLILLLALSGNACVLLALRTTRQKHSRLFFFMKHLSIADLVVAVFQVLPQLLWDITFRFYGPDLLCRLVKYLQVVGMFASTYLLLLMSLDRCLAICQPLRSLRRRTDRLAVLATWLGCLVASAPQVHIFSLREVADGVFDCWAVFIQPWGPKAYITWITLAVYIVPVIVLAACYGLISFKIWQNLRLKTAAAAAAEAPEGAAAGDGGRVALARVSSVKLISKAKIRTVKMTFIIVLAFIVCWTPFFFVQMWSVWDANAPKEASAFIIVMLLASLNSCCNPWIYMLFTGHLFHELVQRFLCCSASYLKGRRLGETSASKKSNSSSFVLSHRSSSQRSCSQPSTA
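Replication – single well per compound, singlicate · Assay system – CHO cell line stably expressing human OTR · Timing – 6 min pre-incubation, 100 s read · Measure – normalized max/min fluorescence ratio, % activation · Doses – 3.0 µM, one dose · Detection – Fluo-8 calcium dye fluorescence · Probe or stimulus – oxytocin near EC15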
CHO parental Ca: ATP-evoked calcium signal inhibitors, parental CHO, primary screen, counter-screen for OX1R antagonist project, cell-based, fluorescence, Fluo-8 calcium dye | inhibition, % at 5.6 µM | hit rate 0.63% among 330,000 | parental CHO-K1, ATP-induced calcium, Fluo-8 fluorescence;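 active = inhibition above that plate's mean sample inhibition plus 3 SD, cut at about 26% in these data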;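 note: 0% = ATP-challenged DMSO wells and 100% = DMSO wells without ATP; some compounds past the cut are filed as inactive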
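Material: parental CHO cells / Compound: single nominal dose of 5.6 µM per compound / Signal: Fluo-8 fluorescence / Replicates: singlicate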
CHO-K1 Ca ag: counter-screen for M1 agonists: effect in parental CHO-K1 cells | activation, % at 3 µM | AID 602248, 2012 | hit rate 0.48% among 360,000 | Fluo-8 calcium fluorescence; scaled to maximal ATP response, vehicle zero; in the data active = activation above about 15%;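 note: untransfected CHO-K1 host cells lacking M1 receptor as counterscreen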
CHO-K1 Ca antag: M1 antagonist counterscreen hit in parental CHO-K1 cells. ATP-induced calcium, Fluo-8 fluorescence. hit rate 0.6% among 360,000. inhibition, % at 3 µM;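 active = inhibition above a per-plate cutoff, the plate's mean sample inhibition plus 3 SD, cut at about 24% in these data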;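 note: 0% = DMSO plus EC80 ATP and 100% = DMSO alone without ATP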
M4 antag: human M4 muscarinic receptor antagonists, primary screen, CHO cells, Fluo-8 calcium fluorescence. Muscarinic acetylcholine receptor M4 (Homo sapiens), P08173. CHO-hM4 cells, ACh EC80. inhibition, % at 3 µM. hit rate 0.73% among 360,000. AID 624125, 2012;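 active = inhibition above its plate's cutoff, the mean inhibition of sample wells plus 3 SD, cut at about 27% in these data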;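 note: 0% = acetylcholine EC80 with DMSO and 100% = DMSO without agonist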
CHRM1 agonist: human M1 muscarinic receptor agonists, primary screen, Fluo-8 calcium fluorescence, CHO-K1 cells, HTS; CHO-K1 hM1, agonist mode; 0% DMSO, 100% acetylcholine EC100; activation, % at 3 µM; hit rate 0.33% among 360,000; Muscarinic acetylcholine receptor M1 (Homo sapiens), P11229;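 active = activation above the run's mean compound activation plus 3 SD, cut at about 16% in these data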;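 note: peak over basal fluorescence ratio within a 140 s kinetic read after compound addition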
CHRM1 PAM: human M1 muscarinic receptor positive allosteric modulators, primary screen, CHO-K1 cells, Fluo-8 calcium fluorescence, 1536-well; Muscarinic acetylcholine receptor M1 (Homo sapiens), P11229; CHO-K1 hM1, ACh EC20; 0% = ACh EC20, 100% = maximal ACh; activation, % at 3 µM; hit rate 0.088% among 360,000; in the data active = activation above about 19%, passing the limit was not always enough
Active calls of the source: *; . = no result given.

SMILES | CHRM4 agonist | CHRM1 antagonist | OXTR potentiator | CHO parental Ca | CHO-K1 Ca ag | CHO-K1 Ca antag | M4 antag | CHRM1 agonist | CHRM1 PAM
O=C(CN1CCc2ccccc21)NC(=O)NCc1ccccc1 | 1 | 0 | -2 | -12 | -0.4 | -4 | 5 | -5 | -2
CCCCNC(=O)CS(=O)Cc1nc(-c2ccc(C)cc2)oc1C (stereo not given) | -1 | -9 | 6 | -1 | 0.1 | -3 | -2 | -6 | 7
COc1ccc(Cl)cc1NC(=O)NCc1ccco1 | 1 | -6 | -4 | -4 | 1.2 | -7 | 5 | -9 | 6
CCOC(=O)c1ccc(NC(=O)C2(c3ccccc3)CCOCC2)cc1 | 1 | 0 | -14 | -7 | 0.1 | 13 | 6 | -3 | 4
CCCCc1cc(=O)oc2cc(OCC(=O)NCCN3CCOCC3)c(Cl)cc12 | 0 | 24 | -6 | -9 | 0.2 | 17 | 12 | 0 | -8
Cn1c(SCc2ccc(F)cc2Cl)nc2ccccc2c1=O | 1 | -7 | -7 | -11 | 0.3 | -5 | -15 | 0 | 10
CCC1Oc2ccccc2N(CC(=O)NCCCN2CCCCC2CC)C1=O (stereo not given) | 1 | 1 | 2 | -25 | -0.1 | -19 | 6 | -10 | 2
O=C(COC(=O)c1ccc(OC(F)F)cc1)NCCNC(=O)COC(=O)c1ccc(OC(F)F)cc1 | 1 | -8 | -11 | -1 | 0.5 | -6 | -5 | -3 | 6
O=[N+]([O-])c1ccccc1/C=C\C=N\N1CCN(c2ccccc2)CC1 | 0 | 3 | -8 | -23 | 0.6 | 4 | -4 | -6 | -2
Cc1cc(C=NCCO)c(C)n1-c1cc(Cl)ccc1Cl | 0 | 3 | 2 | 3 | 1.1 | -9 | -3 | -5 | 6
N#CCN=C(c1ccccc1)c1ccccc1 | 1 | -10 | -4 | -4 | 0.0 | -19 | 2 | -2 | 7
N#CC1CN(C(c2ccccc2)c2ccccc2)C1 | -1 | -1 | -6 | -8 | -0.3 | 8 | 10 | -7 | 3
CCOc1ccccc1N1CC(C(=O)NNC(=O)c2ccc(F)cc2)CC1=O (stereo not given) | 0 | -20 | -4 | -5 | -0.1 | 17 | -2 | 1 | 14
CC1CCCC(NC(=O)CSc2nnc(N)s2)C1C (stereo not given) | 1 | -16 | 5 | -3 | -0.1 | 8 | 3 | 0 | 12
C/C=C(/C)C(=O)Nc1cccc(C2=NOC3(C2)C[C@H](C(N)=O)N(C(=O)COc2ccc(Cl)cc2)C3)c1 (stereo not given in full) | 0 | -3 | 1 | -16 | 0.0 | 1 | 6 | -3 | 2
Cc1ccc(-c2nnn(CC(=O)N(Cc3ccco3)C(C(=O)NC3CCCC3)c3cccs3)n2)o1 (stereo not given) | 6 | 5 | -11 | -28 | 0.6 | 18 | -6 | -3 | -3
Cc1cccc(/C=N/NC(=O)NC2CCCCC2)c1 | -1 | -14 | -6 | -9 | -0.6 | 11 | 13 | 1 | 10
Cc1cnc([N+](=O)[O-])n1CCOC(=O)NC(=O)c1ccc(C(F)(F)F)cc1 | 1 | 2 | 2 | 0 | 2.0 | -6 | 9 | -4 | 2
CCCCN(C(=O)CSc1nn(-c2ccc(F)cc2)c(=S)s1)c1c(N)n(CCCC)c(=O)[nH]c1=O | 0 | -9 | -8 | -31 | 0.6 | -7 | -15 | -3 | 9
COc1ccc(C2SCCN2C(=S)Nc2cccc(C(F)(F)F)c2)cc1 (stereo not given) | 1 | -4 | -14 | 11 | 0.9 | -10 | -5 | -2 | 12
COc1ccccc1CNC(=O)COC(=O)Cc1c(F)cccc1Cl | 0 | -3 | -3 | -19 | -0.1 | 20 | 11 | -1 | 6
Cc1cc(C(=O)COC(=O)/C=C/c2cccc(Br)c2)c(C)n1C | 2 | 25 | . | . | 0.6 | -10 | 4 | -2 | -9
CCn1nc(CCC(=O)O)c2ccccc2c1=O | 0 | -5 | 4 | -8 | 0.0 | 10 | -5 | -5 | 7
COc1cc(OC)cc(C(=O)Nc2ccccc2NC(C)=O)c1 | 1 | 7 | -12 | -9 | -0.2 | 20 | -1 | -2 | -5
COc1ccccc1NC(=O)CSc1nncn1-c1cccnc1 | 4 | -35 | -5 | -2 | 0.9 | -18 | -2 | 3 | 7

(continued)
SMILES | CHRM4 agonist | CHRM1 antagonist | OXTR potentiator | CHO parental Ca | CHO-K1 Ca ag | CHO-K1 Ca antag | M4 antag | CHRM1 agonist | CHRM1 PAM
O=[n+]1c2c(n([O-])c3cc(Br)ccc31)CCC2 | 2 | -15 | -8 | 0 | 0.5 | -12 | -1 | -5 | 13
CCOc1ccccc1CNC(=O)CCNC(=O)Cn1ccc2ccccc2c1=O | 0 | 2 | -6 | -10 | 0.2 | 20 | 4 | -1 | 5
COC(=O)c1cccc(NC(=O)c2nn(C)c(=O)c3ccccc23)c1 | 4 | -2 | -5 | -23 | 3.0 | -7 | 4 | -1 | 2
COc1ccc(S[C@@H](CCN2CC[C@H](C)CCC2=O)c2ccccc2)cc1 | 2 | 4 | -7 | -19 | -1.0 | -15 | -4 | -7 | -3
CN(C(=O)c1ccc(F)cc1)c1ccccc1C(=O)NCc1ccccc1 | 1 | -11 | -1 | -11 | -0.1 | -7 | -14 | -2 | 6
Cc1cc(C)cc(NC(=O)c2cccc3c2C(=O)N(C2CCCCC2)C3)c1 | 0 | 0 | -6 | -15 | -0.2 | 2 | 5 | -2 | 0
CCn1cc(S(=O)(=O)CC(=O)Nc2ccc3c(c2)OCCO3)c2ccccc21 | 4 | 19 | -6 | -17 | 1.3 | 8 | 7 | -3 | -6
COc1cc(/C=C/c2noc(-c3ccccc3O)n2)cc(OC)c1OC | 1 | 4 | -2 | -9 | -0.5 | 16 | 0 | -1 | 4
CCC1CCCCN1S(=O)(=O)c1ccccc1 (stereo not given) | 0 | 17 | -6 | -19 | 0.2 | 3 | 6 | -1 | -6
OCCNCc1c(OCc2ccc(Cl)cc2)ccc2ccccc12 | 21 | 27 | -20 | -11 | 24* | -4 | 6 | -6 | -12
CCOc1ccc(S(=O)(=O)NC(C)C(=O)NCc2cccnc2)cc1 (stereo not given) | 0 | 4 | -2 | -6 | 0.0 | -3 | -2 | 0 | -3
COc1cccc(C(=O)NCCNC(=O)c2ccco2)c1 | 1 | -10 | -2 | -5 | 1.3 | -14 | -15 | -1 | 11
COc1cccc(C(=O)OCn2nnc3ccccc3c2=O)c1OC | 21 | 12 | -6 | -4 | 4.8 | -2 | -2 | -1 | -11
CC(C)(C)c1cc(NC(=O)COC(=O)c2ccc3c(=O)n4c(nc3c2)CCC4)n(-c2ccccc2)n1 | 0 | -6 | -15 | -22 | 1.3 | 0 | 0 | -5 | 9
O=C1/C(=C\c2ccccc2Cl)SC(=S)N1CCC(=O)N1CCCc2ccccc21 | 0 | 0 | -3 | -1 | 1.1 | -8 | 0 | -3 | 8
O=C(NCc1ccccc1Cl)C1CCN(c2ncnc3c2nc2n3CCCCC2)CC1 | 1 | -5 | -3 | -3 | 0.1 | -6 | 8 | -2 | 1
CC(=O)c1c(C)[nH]c(-c2ccccc2)nc1=S | 0 | -11 | -7 | -10 | 1.0 | -7 | -2 | -3 | 12
CSc1ncccc1C(=O)OCC(=O)NC(C)C | 2 | -11 | -3 | 1 | -0.1 | -7 | 13 | -4 | 8
FC(F)(F)c1cc(-c2ccccc2)nc(NC2CCCC2)n1 | -1 | -10 | -3 | -17 | 1.2 | -16 | -12 | -2 | 6
Cc1cc(C(=O)Nc2cccc(S(=O)(=O)N3CCCCC3)c2)c2ccccc2n1 | 8 | 4 | -10 | -11 | 12 | -7 | 1 | -6 | 4
CCc1ccc(NC(=O)CSc2nc(=O)n3cc(C)ccc3n2)cc1 | 1 | 4 | -1 | -17 | 0.2 | 43* | 3 | -3 | -1
CN(C)CCN1C(=O)C(=O)/C(=C(/O)c2ccc(F)cc2)C1c1ccccc1F (stereo not given) | -1 | -2 | 5 | 3 | 0.0 | 2 | 14 | -6 | 2
COCCNC(=O)C1CCCN(S(=O)(=O)c2c(C)noc2/C=C/c2cccs2)C1 (stereo not given) | 2 | -7 | -7 | -12 | 2.8 | -13 | 6 | 0 | 5
O=C1OC(c2ccc(F)cc2)=N/C1=C\c1ccc(Br)o1 | 1 | -3 | 0 | 2 | 0.2 | -1 | 5 | -3 | 3
CCCCn1c(CCC(=O)O)nc2c1c(=O)[nH]c(=O)n2CCC | 1 | -25 | -10 | 0 | 0.2 | -10 | 4 | -1 | 5

New compounds follow
SMILES | CHRM4 agonist | CHRM1 antagonist | OXTR potentiator | CHO parental Ca | CHO-K1 Ca ag | CHO-K1 Ca antag | M4 antag | CHRM1 agonist | CHRM1 PAM
CCCC(=O)Nc1nc2ccc(NC(=O)c3ccc(Br)o3)cc2s1 | 6 | 2 | -3 | -20 | 0.5 | -3 | -16 | 4 | 2
O=C(C1=COCCO1)N(Cc1nnc(-c2ccccc2Cl)o1)C1CC1 | 1 | -2 | -5 | -12 | 1.1 | -10 | 2 | -1 | 3
CCOc1ccc(NC(=O)NC2CCOC(C)(C)C2)cc1 (stereo not given) | 1 | -9 | -9 | -3 | 0.2 | 9 | 7 | -3 | 12
Nc1cccc2c1C(=O)N(C(=O)/C=C/c1cccc(F)c1)C2=O | 0 | 0 | 1 | -4 | 1.5 | 1 | 6 | -6 | 6
COc1cc(C2c3c(n[nH]c3C)C(=O)N2c2ccc(Br)cc2)ccc1O (stereo not given) | 2 | 14 | -7 | -17 | 1.6 | -1 | -2 | -4 | -12
Cc1cccc(CCNc2nc3ccccc3n3nnnc23)c1 | 0 | -5 | -11 | -12 | 0.6 | -9 | -7 | -3 | 5
COc1cccc(-c2noc(C3CCCN(C(=O)c4ccc(F)cc4F)C3)n2)c1 (stereo not given) | 1 | -14 | 1 | -17 | 2.7 | -4 | -7 | -1 | 14
CCC(=O)Nc1cccc(-c2cn3cccc(C)c3n2)c1 | 2 | -17 | 1 | -11 | 0.2 | -12 | -13 | -1 | 8
